# Screens from PubChem.
# D1 potentiator – Potentiators of Human D1 Dopamine Receptor: qHTS | potentiation, % at 10 µM | D(1A) dopamine receptor (Homo sapiens), P21728 | hit rate 0.036% among 360,000 | HEK293 TREx D1 cells, calcium flux, dopamine EC20 potentiation | AID 504651, 2011; in the data active means potentiation above about 30%; further: 0% is about no effect
# D2 ag – HTS Assay for Allosteric Agonists of the Human D2 Dopamine Receptor: Primary Screen for Agonists; activation, % at 2 µM; hit rate 0.53% among 340,000; D(2) dopamine receptor (Homo sapiens), P14416; HEK293 T-REx D2 cells, calcium flux agonist mode;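 active means activation over 3 SD above normal in the single-dose calcium agonist read, cut at about 30% in these data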; further: 0% is about no effect
# Target sequence (P14416 whole entry, looked up): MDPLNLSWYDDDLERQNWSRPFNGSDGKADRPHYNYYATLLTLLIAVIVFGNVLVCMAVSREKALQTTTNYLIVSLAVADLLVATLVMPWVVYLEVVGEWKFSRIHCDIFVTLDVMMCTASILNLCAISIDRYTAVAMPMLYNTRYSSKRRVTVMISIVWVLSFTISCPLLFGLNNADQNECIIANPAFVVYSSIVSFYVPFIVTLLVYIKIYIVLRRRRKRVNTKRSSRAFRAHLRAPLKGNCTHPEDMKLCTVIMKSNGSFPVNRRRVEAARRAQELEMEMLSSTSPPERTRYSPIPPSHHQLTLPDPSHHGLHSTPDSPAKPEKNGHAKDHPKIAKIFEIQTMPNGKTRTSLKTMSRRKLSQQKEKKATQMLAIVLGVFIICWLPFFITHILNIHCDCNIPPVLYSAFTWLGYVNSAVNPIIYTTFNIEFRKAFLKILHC
#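 Calcium-flux readout, 1 cycle/sec over 180 s following compound pin transfer, in inducible HEK293 Trex D2 cells (force-coupled); dopamine controls included. Positive calcium responses during this window marked compounds as potential agonists.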
# D2 potentiator – HTS Assay for Positive Allosteric Modulators of the Human D2 Dopamine Receptor: Primary Screen for Potentiators; AID 485347, 2010; hit rate 0.34% among 340,000; HEK293 T-REx D2, calcium flux, EC20 dopamine potentiation; potentiation, % at 10 µM; D(2) dopamine receptor (Homo sapiens), P14416;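 active means potentiation over 3 SD above the plate norm, cut at about 30% in these data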; further: 0% is about no effect
#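 Potentiation of an EC20 dopamine calcium response is measured in a force-coupled, tetracycline-inducible Hek293 Trex D2 line. Compound-only kinetic reads over 180 s flag agonists before dopamine addition.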
# TRHR enhancer – qHTS for Small Molecule Agonists and Allosteric Enhancers of Human TRH Receptor: Primary Screen for Enhancers. Thyrotropin-releasing hormone receptor (Homo sapiens), P34981. TRHR cells, fluo-8 calcium fluorescence, EC20 TRH enhancement. enhancement, % at 2 µM. hit rate 0.66% among 360,000. AID 493056, 2011; in the data active means enhancement above about 30%; further: 0% is about no effect
# Target sequence (P34981 whole entry, looked up): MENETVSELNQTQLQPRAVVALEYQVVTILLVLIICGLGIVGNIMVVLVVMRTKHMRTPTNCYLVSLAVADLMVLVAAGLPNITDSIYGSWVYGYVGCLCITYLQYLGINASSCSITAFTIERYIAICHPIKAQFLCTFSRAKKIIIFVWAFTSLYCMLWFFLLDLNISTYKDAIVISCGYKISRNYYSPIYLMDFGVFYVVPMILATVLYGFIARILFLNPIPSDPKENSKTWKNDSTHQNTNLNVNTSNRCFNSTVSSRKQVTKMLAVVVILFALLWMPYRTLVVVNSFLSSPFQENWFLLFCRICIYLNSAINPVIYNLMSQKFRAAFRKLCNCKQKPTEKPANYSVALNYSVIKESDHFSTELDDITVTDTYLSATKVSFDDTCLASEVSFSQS
#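 TRHR-expressing cells loaded with fluo-8 calcium dye were read kinetically (ex 480/em 530) during compound addition, then stimulated with an EC20 of TRH (10 nM final). Enhancement of the Gq-mediated intracellular calcium response was scored.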
# D2 antagonist – HTS Assay for Allosteric Antagonists of the Human D2 Dopamine Receptor: Primary Screen for Antagonists | AID 485344, 2010 | inhibition, % at 10 µM | HEK293 TREx D2 cells, calcium flux, dopamine EC80 | hit rate 2% among 340,000; in the data active means inhibition above about 30%; further: 0% is about no effect
#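 In this primary screen, negative modulation is detected by tracking calcium flux after an EC80 dopamine challenge in inducible HEK293 T-REx D2 cells preexposed to test compound for 180 s.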
# D1 agonist – Allosteric Agonists of the Human D1 Dopamine Receptor: qHTS | AID 504660, 2011 | HEK293 T-REx D1 cells, calcium flux, agonist mode | hit rate 1% among 360,000 | activation, % at 2 µM; further: 0% is about no effect
#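 Inducible HEK293 T-REx D1 cells, force-coupled to calcium signalling, were plated at 4000 cells/well with tetracycline and held overnight at 30 C. After no-wash calcium dye loading, compound-evoked calcium rise over 180 s flagged agonists.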
# D1 antagonist – Antagonist of Human D 1 Dopamine Receptor: qHTS; D(1A) dopamine receptor (Homo sapiens), P21728; HEK293 TREx D1 cells, calcium flux, dopamine EC80; hits give low values; activity change, negative = inhibition, % at 10 µM; hit rate 3.2% among 360,000; AID 504652, 2011; in the data active means activity change below about -30%; further: on the % scale 0 is the no-effect control and ±100 the full control effect
#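 Tetracycline-induced HEK293 Trex D1 cells, force-coupled to calcium, dye-loaded; compounds added and read 180 s, then EC80 dopamine added and calcium flux tracked kinetically another 180 s.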
# RXFP1 antagonist – qHTS Assay for Antagonists of the Relaxin Receptor RXFP1 | HEK293-RXFP1, relaxin-stimulated cAMP HTRF, 30 min; hits give low values | hit rate 0.59% among 350,000 | activity change, negative = inhibition, % at 57.5 µM;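 active means activity change of -60% or lower, but not beyond a set lower limit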; further: on the % scale 0 is the no-effect control and ±100 the full control effect
# TRHR agonist – qHTS for Small Molecule Agonists and Allosteric Enhancers of Human TRH Receptor: Primary Screen for Agonists. TRHR cells, calcium flux fluo-8, FDSS agonist mode. AID 493084, 2011. Thyrotropin-releasing hormone receptor (Homo sapiens), P34981. hit rate 0.18% among 360,000. activation, % at 2 µM; further: 0% is about no effect
#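 Read-out: compound-evoked intracellular calcium rise in TRHR cells, fluo-8 dye, kinetic FDSS fluorescence at 1 s/cycle following a 10-cycle baseline. Cells cultured overnight before dye loading (30 min–1.5 h, RT).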
# * hit, by the source's call; . = not tested or not shown. Unless noted, no stated cut-off is given here; in the data, active means activation above about 30%; inactive means the rest.
SMILES,D1 potentiator,D2 ag,D2 potentiator,TRHR enhancer,D2 antagonist,D1 agonist,D1 antagonist,RXFP1 antagonist,TRHR agonist
CC[C@@H]1CC=C[C@H]2[C@H]1C(=O)N(Cc1ccccc1)[C@H]2c1ccc(C(F)(F)F)cc1,2,0.3,4,5,24,11,-15,.,0.9
O=C(Cn1nc(C(=O)O)c2ccccc2c1=O)Nc1cc(C(F)(F)F)ccc1-n1cncn1,.,0.3,6,13,20,7,-5,0,-0.1
COC(=O)c1c(NC(=O)CCc2ccc(C)o2)sc(C)c1C,-2,-2.3,-11,3,22,2,-17,-18,-0.3
COc1cc(C(=O)Nc2cccc(OCc3cc(=O)n4cc(C)sc4n3)c2)cc(OC)c1OC,-3,-0.8,15,-7,.,-1,-17,.,-0.8
O=C(CSc1nc2ccccc2c(=O)[nH]1)Nc1ccccc1O,-1,-0.9,0,0,-3,5,-13,-12,0.5
O=c1nc(N2CCCCCC2)nc(N2CCCCCC2)[nH]1,3,-0.1,0,-4,10,1,-3,-10,-0.1
CC(C)OC(=O)c1c(NC(=O)c2ccco2)sc2c1CCCCC2,10,0.9,6,-1,6,4,25,-4,1.0
O=c1cccccc1NCc1ccccc1,-1,-1.9,-15,22,-4,3,1,6,-0.2
COc1ccccc1CC(=O)Nc1ccc(-c2noc(COc3ccc(Cl)c(C)c3)n2)cc1,0,-0.3,2,3,-2,5,-15,-12,0.5
N#CCOc1ccccc1/C=N/n1nnnc1N,-5,0.2,0,-3,19,1,-1,-4,-0.1
O=C(NCc1ccccc1Cl)c1csc2c1CCCCC2,-9,-1.9,7,-6,-3,8,-5,-24,0.4
O=C(Nc1cccc2cccnc12)c1ccc(Cl)cc1Cl,-7,0.1,1,3,-2,3,1,0,0.4
CCCSc1nc(SCC(=O)NCc2ccccc2)c2c3c(sc2n1)COC(C)(CC)C3 (stereo not drawn),-6,0.0,5,6,5,3,21,-3,-0.2
CC(=O)Nc1ccc(S(=O)(=O)Nc2nccc(/C=C/c3ccccc3F)n2)cc1,-1,1.0,7,-2,-14,2,-14,-12,0.3
COC(=O)c1c(NC(=S)Nc2cc(OC)c(Cl)cc2OC)sc2c1CCCCC2,27,-0.7,4,4,-6,0,18,.,-1.1
CC(Oc1ccc(Cl)cc1Cl)C(=O)NNC(=O)c1ccncc1 (stereo not drawn),-4,0.1,0,1,0,2,-11,-9,0.0
CC(=O)NC(CC(=O)Nc1nc(C)cs1)c1ccccc1 (stereo not drawn),-4,-0.1,-8,-2,-7,4,0,-7,0.0
O=C(NNC(=O)c1ccc(S(=O)(=O)N2CCCCC2)cc1)c1ccc(F)cc1,-5,3.8,.,6,-15,1,-17,-14,0.2
Cc1nn(C)c(C)c1NC(=O)CCSc1nc(-c2ccco2)cc(C(F)(F)F)n1,-5,-1.1,0,0,18,2,5,3,0.8
O=[N+]([O-])c1ccc(C2=Nn3c(Cn4nnc5ccccc54)nnc3SC2)cc1,3,-0.2,-12,-10,5,1,9,-3,0.1
Cc1ccc(S(=O)(=O)NCc2ccccc2)cc1C(=O)N(C)Cc1ccc(F)cc1,-8,-0.9,-1,-5,-14,11,-9,-4,-1.2
CCO[C@H]1OC(C(=O)O)=C[C@@H](c2ccc(C(F)(F)F)cc2)[C@@H]1CCCO,1,0.1,1,-1,3,-4,-4,.,-0.2
CC(C)NC(=O)N1c2ccccc2Sc2ccccc21,4,-1.0,5,-4,11,2,7,-19,0.8
CC(C)(C)n1ncc2c(=O)n(CC(=O)N3CCN(c4ccccc4)CC3)cnc21,-6,-0.1,-2,-3,4,2,8,-6,-0.1
COC(=O)c1ccc(C)c(NC(=O)CSc2sc3c(O)cc(=O)[nH]c3c2C#N)c1,-3,-2.8,.,26,-7,1,-18,-27,0.6
Cc1nc2ccc(NC(=O)c3cccs3)cc2s1,-6,-0.9,-4,-4,-4,0,-8,0,0.0
Cc1cc(C)cc(OCC(=O)Nc2cc(C)on2)c1,2,0.7,-10,-7,-12,0,-7,7,-1.0
COc1ccc(/C=C/C(=O)NC(=S)NNC(=O)Cc2cccs2)cc1OC,8,-1.5,2,-6,-13,1,1,-6,-1.6
COC(=O)c1ccn(CC(=O)NC2CCCCC2)n1,0,0.9,10,2,8,4,-11,-2,1.1
O=C(COc1ccccc1F)NNC(=O)c1ccc2c(=O)n3c(nc2c1)CCC3,-6,-0.8,9,-3,-6,-1,6,-10,-0.3
COC(=O)Cn1c(CCC(=O)O)ccc1-c1ccccc1,.,-0.5,5,13,-2,3,15,.,0.2
Cc1ccc(-c2noc(CNC(=O)c3ccc(C(C)(C)C)cc3)n2)cc1,0,-0.3,-10,-1,.,3,-1,-5,1.7
CC(C)C(=O)Nc1cccc(NC(=S)NC(=O)c2ccc3c(c2)OCO3)c1,4,-0.5,0,-4,7,-1,-4,-13,0.7
CCOC(=O)N1CCN(CC(O)COCc2ccccc2)CC1 (stereo not drawn),5,1.9,-4,4,8,2,18,7,-0.4
Cc1ccc(C2C(C(=O)c3ccco3)=C(O)C(=O)N2c2ncccn2)cc1 (stereo not drawn),-3,-0.1,-2,-2,-22,4,-7,-4,0.7
Cc1ccc(/C=C2/C(=O)N(c3ccccc3)C(=S)N2C)o1,-3,-0.3,1,-5,8,0,2,-30,0.1
COc1ccc(NC(=O)C2CCN(C(=O)c3sc4nc[nH]c(=O)c4c3C)CC2)c(OC)c1,-7,1.4,-11,0,.,0,20,-3,0.2
CN(C)C(=O)c1ccc(NC(=O)CN2CCc3cc4c(cc3C2)OCCCO4)cc1,1,13,-7,-8,9,1,-7,14,0.2
CC(=O)Nc1ccc(-c2ccc(NC(C)=O)c(O)c2)cc1O,-7,0.6,0,-4,-5,0,-32*,9,0.8
COc1cc(/C=N/NC(=O)CNC(=O)c2ccncc2)ccc1O,-2,0.3,-1,-3,4,0,-12,-8,0.4
CCN1CCN(c2ccc(S(=O)(=O)N3CCCCC3)cc2NC(=O)COc2ccc(Cl)cc2)CC1,-5,-0.1,-14,7,17,0,-43*,-18,-0.1
COc1cccc(OCc2nn[nH]n2)c1,-5,-1.0,9,5,-6,-3,13,-5,0.4
CSc1ncccc1C(=O)OCC(=O)Nc1ccc2c(c1)CCC2,.,-0.4,-4,7,28,8,1,0,0.1
O=C(CS(=O)(=O)c1ccccc1)Nc1nc(-c2ccc(F)cc2)cs1,-7,0.1,0,7,7,2,10,-3,3.0
COc1ccc(-n2nnc3c(=O)n(CC(=O)Nc4ccc5c(c4)OCCO5)cnc32)cc1OC,-5,-0.3,-3,14,8,4,15,-7,-0.4

# Of the compounds above, these contain two or more sulfur atoms:
SMILES,D1 potentiator,D2 ag,D2 potentiator,TRHR enhancer,D2 antagonist,D1 agonist,D1 antagonist,RXFP1 antagonist,TRHR agonist
CCCSc1nc(SCC(=O)NCc2ccccc2)c2c3c(sc2n1)COC(C)(CC)C3 (stereo not drawn),-6,0.0,5,6,5,3,21,-3,-0.2
COC(=O)c1c(NC(=S)Nc2cc(OC)c(Cl)cc2OC)sc2c1CCCCC2,27,-0.7,4,4,-6,0,18,.,-1.1
COC(=O)c1ccc(C)c(NC(=O)CSc2sc3c(O)cc(=O)[nH]c3c2C#N)c1,-3,-2.8,.,26,-7,1,-18,-27,0.6
Cc1nc2ccc(NC(=O)c3cccs3)cc2s1,-6,-0.9,-4,-4,-4,0,-8,0,0.0
COc1ccc(/C=C/C(=O)NC(=S)NNC(=O)Cc2cccs2)cc1OC,8,-1.5,2,-6,-13,1,1,-6,-1.6
O=C(CS(=O)(=O)c1ccccc1)Nc1nc(-c2ccc(F)cc2)cs1,-7,0.1,0,7,7,2,10,-3,3.0

# (cont.)
SMILES,D1 potentiator,D2 ag,D2 potentiator,TRHR enhancer,D2 antagonist,D1 agonist,D1 antagonist,RXFP1 antagonist,TRHR agonist
C=CCOC(=O)c1cn(CC)c2nc(C)ccc2c1=O,4,-0.2,-2,1,-12,-1,-9,-6,0.4
OCC1(CCOc2ccccc2)CCN(C2Cc3ccccc3C2)CC1,2,-0.5,5,1,-15,4,7,-9,0.3
CCCNC(=O)COc1coc(CN2CCN(c3ccccc3F)CC2)cc1=O,1,0.1,21,-5,-3,3,5,4,0.9
COc1ccc(S(=O)(=O)N2CCCCC2)cc1N(C)S(=O)(=O)c1ccccc1,0,-0.1,6,0,3,1,-27,8,-0.2
COc1ccc(CNC(=O)Cn2cccc2C(=O)c2ccccc2)cc1,-10,-0.5,-4,-3,-10,1,-1,1,-0.4
CC(=O)NC1(C(F)(F)F)C(=O)NC(C)=C1C#N (stereo not drawn),2,0.5,0,-2,-21,2,8,-6,0.7
COCCCNc1nc(NCc2ccc(C)cc2)c2cnn(C)c2n1,1,0.9,2,2,.,0,5,-13,-0.1
CN(C)c1ccc(CNC(=O)CCCN2C(=O)CCn3nc(-c4cccn4C)cc32)cc1,3,0.3,-4,-3,.,-1,5,-4,0.1
O=C(NC1CC1)c1ccc(F)cc1Cl,-4,0.1,-1,3,8,1,-5,7,0.4
O=C1C=C(c2ccccc2)C(=O)N1Nc1ccccc1,-8,1.4,17,33*,3,4,-10,-109*,3.8
COC(=O)c1ccc(OC)c(Cn2c(=O)n(Cc3ccccc3)c(=O)c3c2c2cc(OC)ccc2n3C)c1,0,0.9,-3,-1,.,-1,5,.,0.0
CNc1ccc(C(=O)N2CCN(S(=O)(=O)c3ccc4c(c3)OCCCO4)CC2)cc1[N+](=O)[O-],0,-0.5,7,0,-9,3,14,-3,-1.2
CCOc1ccc(N(CC(=O)NCCOc2ccc(C)cc2)S(=O)(=O)c2ccccc2)cc1,12,1.2,0,13,-9,54*,-38*,4,1.1
CCCS(=O)(=O)c1c(S(=O)(=O)CCC)c2cc(CC)ccn2c1C(=O)OC,-1,0.2,6,1,-10,4,5,-9,0.1
CCNc1nnc(SCC(=O)c2cc(C)n(C3CC3)c2C)s1,-2,-0.4,7,-2,17,0,10,-14,0.0
Cc1ccc(-c2[nH]ncc2/C=N/n2c(COc3ccccc3C)nc3ccccc3c2=O)cc1,-3,0.1,-5,12,-2,4,4,-12,0.3
COc1cc(OC)cc(C(=O)Nc2ccc(S(=O)(=O)Nc3nc(C)cc(C)n3)cc2)c1,7,-1.4,1,9,34*,3,-26,8,-0.8
NC(N)=NCc1cccc(I)c1,-3,1.4,-5,0,34*,0,5,.,1.1
COCc1cc(C)n(CC(=O)Nc2ccc(N3CCOCC3)cc2)c(=O)c1C#N,4,1.5,-4,4,4,4,28,-19,-0.7
